# TLR9-MyD88 block = blocks human TLR9 binding to MyD88; Q9NR96+Q99836; CHO BLA complementation TLR9-MyD88, CCF4 FRET ratio; inhibition, % at 4.98 µM; 340,000 compounds, 0.21% hits;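 active means inhibition above the mean over all tested compounds plus 3 SD, cut at about 21% in these data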;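 further: 0% = DMSO only wells and 100% = clavulanate BLA inhibitor control wells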
# SRC2 inh = inhibits human steroid receptor coactivator 2. Q15596. HEK293 GAL4-SRC2 luciferase reporter, luminescence. inhibition, % at 9 µM. 370,000 compounds, 0.17% hits. AID 651957;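 active means inhibition above the mean inhibition of all tested compounds plus 3 SD, set per campaign, cut at about 52% in these data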;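 further: 0% = DMSO treated cells and 100% = cells given Gossypol at 36 µM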
# LRH-1 inv ag = suppresses constitutive activity of human LRH-1. O00482. inhibition, % at 3.6 µM. 360,000 compounds, 0.13% hits. AID 602396. HEK293T StAR-luciferase reporter, LRH-1 transfected, 24 h;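 active means inhibition above the mean inhibition of all tested compounds plus 3 SD, cut at about 73% in these data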;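 further: 0% = DMSO wells and 100% = reporter-only cells lacking LRH-1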
# NOD2 RIPK2 PPI = inhibitors of human NOD2-RIPK2 interaction; O43353; CHO BLA complementation NOD2-RIPK2, CCF4 ratio; inhibition, % at 4.98 µM; 360,000 compounds, 0.38% hits; in the data active means inhibition above about 21%;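 further: 0% = vehicle only and 100% = reference blocker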
# Target sequence (O43353 whole entry, looked up): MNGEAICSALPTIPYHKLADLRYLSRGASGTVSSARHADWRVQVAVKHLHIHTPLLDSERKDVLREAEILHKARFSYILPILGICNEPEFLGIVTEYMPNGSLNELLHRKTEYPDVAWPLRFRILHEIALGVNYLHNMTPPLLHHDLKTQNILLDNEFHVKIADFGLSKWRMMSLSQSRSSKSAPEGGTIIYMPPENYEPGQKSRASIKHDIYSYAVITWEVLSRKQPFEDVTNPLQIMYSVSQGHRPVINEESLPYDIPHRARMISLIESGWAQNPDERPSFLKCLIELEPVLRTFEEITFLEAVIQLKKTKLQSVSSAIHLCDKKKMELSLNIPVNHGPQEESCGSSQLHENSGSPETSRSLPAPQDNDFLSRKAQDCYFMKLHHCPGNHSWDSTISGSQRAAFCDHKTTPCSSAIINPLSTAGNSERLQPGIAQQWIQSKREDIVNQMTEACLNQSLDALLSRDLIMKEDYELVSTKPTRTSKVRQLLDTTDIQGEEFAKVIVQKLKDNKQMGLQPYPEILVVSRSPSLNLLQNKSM
# NCOA3 inh = inhibitors of human steroid receptor coactivator 3 (SRC3) | HEK293 GAL4-SRC3 luciferase reporter, luminescence | inhibition, % at 3.6 µM | 360,000 compounds, 0.17% hits | AID 588352;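 active means inhibition above a per-campaign cutoff, the mean of all compounds plus 3 SD, cut at about 60% in these data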;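 further: 0% = DMSO-treated cells and 100% = gossypol-treated cells at 36 µM; higher means less SRC3-driven luciferase light from the GAL4 reporter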
# ABHD5-PLIN5 inh = blocks binding of human ABHD5 to perilipin-5; Split G. princeps luciferase complementation, luminescence, 4 h; 360,000 compounds, 0.78% hits; inhibition, % at 4 µM; Q00G26+Q8WTS1;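 active means inhibition above the mean inhibition across every tested compound plus 3 SD, cut at about 22% in these data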;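 further: 0% = DMSO only wells and the 100% control is not disclosed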
# MC4R antagonist = antagonists of human melanocortin 4 receptor (MC4R). inhibition, % at 6.5 µM. 360,000 compounds, 0.48% hits. P32245. MC4R-expressing cells, MTII-stimulated cAMP, LANCE TR-FRET;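 active means inhibition above its plate's cutoff, the mean of tested wells on that plate plus 3 SD, cut at about 29% in these data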;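 further: 0% = Melanotan II alone and 100% = Melanotan II plus saturating MCL0020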
# Target sequence (P32245 whole entry, looked up): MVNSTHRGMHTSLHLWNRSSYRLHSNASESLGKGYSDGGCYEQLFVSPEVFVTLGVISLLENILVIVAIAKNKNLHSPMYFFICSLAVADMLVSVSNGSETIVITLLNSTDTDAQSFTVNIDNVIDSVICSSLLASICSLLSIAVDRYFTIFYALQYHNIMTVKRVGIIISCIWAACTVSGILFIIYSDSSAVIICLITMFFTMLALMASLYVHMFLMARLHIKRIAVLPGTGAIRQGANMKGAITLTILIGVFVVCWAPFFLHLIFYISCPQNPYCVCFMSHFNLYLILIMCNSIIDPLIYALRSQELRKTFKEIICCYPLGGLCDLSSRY
#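 Material – human MC4R-expressing U2OS cells · Repeats – no replicates · Detection – TR-FRET with Eu-cAMP and labeled anti-cAMP, 671 nm · Times – compound 30 min, challenge 1 h, detection 1 h · Compound – single nominal compound dose of 6.5 µM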
# MC4R ag barr = human MC4R agonism via beta-arrestin; P32245; 360,000 compounds, 0.98% hits; activation, % at 8.9 µM; AID 540308; U2OS MC4R beta-arrestin complementation, luminescence; percent of melanotan II response, DMSO zero;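 active means activation above a per-plate cutoff, the mean activation of sample wells on that plate plus 3 SD, cut at about 8% in these data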
# NCOA1 inh = inhibits human SRC1 coactivator. inhibition, % at 3.6 µM. Q15788. 360,000 compounds, 0.12% hits. HEK293 GAL4-SRC1 luciferase reporter, luminescence;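 active means inhibition above the campaign mean plus 3 SD, with each screening campaign given its own cutoff, cut at about 60% in these data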;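 further: 0% = DMSO treated cells and 100% = gossypol at 36 µM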
# NR2F2 inh = NR2F2 (human) inhibition, primary screen. P24468. HEK293T NGFI-A luciferase reporter, luminescence. inhibition, % at 8.6 µM. 370,000 compounds, 0.7% hits;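 active means inhibition above a per-plate cutoff, mean inhibition of test wells between control levels plus 3 SD, cut at about 38% in these data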;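 further: cells cotransfected with COUP-TFII expression vector driving the NGFI-A reporter; 0% = median of COUP-TF2 test wells and 100% = reporter-only cells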
# LMP1 NFkB inh = Epstein-Barr LMP1 NF-kappaB reporter inhibition. 350,000 compounds, 0.69% hits. inhibition, % at 12.5 µM. LMP1-induced NF-kappaB luciferase reporter cells, luminescence. AID 504558; in the data active means inhibition above about 41%;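 further: 0% = neutral control wells and 100% = reference inhibitor control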
# An asterisk follows results filed as active; · = not tested or not shown. The list is partial; count on the stated rates, not on these rows.
SMILES,TLR9-MyD88 block,SRC2 inh,LRH-1 inv ag,NOD2 RIPK2 PPI,NCOA3 inh,ABHD5-PLIN5 inh,MC4R antagonist,MC4R ag barr,NCOA1 inh,NR2F2 inh,LMP1 NFkB inh
CCC(Oc1ccccc1)C(=O)Nc1nc2c(s1)C(=O)CC(C)(C)C2 (configuration not stated),-6,-46,9,-4,-2,1,5,-1.7,-17,10,1
COc1ccc(NC(=O)/C=C/c2ccc(OC)c(OC)c2)cn1,14,7,12,4,18,1,-1,-2.4,-6,-10,5
COC(=O)N(C)C[C@@H]1OCc2cnnn2CCCC(=O)N([C@@H](C)CO)C[C@H]1C,5,8,-2,-2,4,7,-1,1.0,3,2,-6
COc1cc(OC)cc(C(=O)N[C@H](C(=O)NNC(=O)c2ccc(Br)cc2)C(C)C)c1,3,-15,-4,-14,-5,1,3,-1.9,-8,-7,5
CC(C)(C)OC(=O)NCC(=O)NNC(=O)C(C(=O)OCc1ccccc1)c1ccccc1 (configuration not stated),0,6,-2,-2,10,3,17,0.5,-2,27,0
O=C(NCCCN1CCCC1=O)C1CCN(S(=O)(=O)c2ccc(F)cc2)CC1,11,19,6,-1,4,10,2,-1.9,1,17,2
NS(=O)(=O)c1ccc(N=Nc2c(-c3ccccc3)[nH]n(-c3nc(-c4ccccc4)cs3)c2=O)cc1,14,-29,18,-14,10,0,11,0.6,-14,32,1
CN=c1scc(-c2cccs2)n1/N=C/c1ccc(O)c(O)c1O,0,-33,-139,8,-55,-13,15,7.4,-95,-2,17
CCCc1nc2oc3c(=O)[nH]cnc3c2c2c1COC(C)(C)C2,8,-15,12,-10,2,-8,-11,1.2,16,-3,-1
COC1=CC(=Cc2c(N)n3nc(CC(=O)N4CCOCC4)sc3nc2=O)C=C(OC)C1=O,4,-9,12,14,-3,2,-6,-1.3,2,-17,3
CCOC(=O)Cc1ccc(NCc2ccc(Cl)cc2)cc1,5,11,3,6,-10,-4,2,2.6,-8,-11,-1
COc1ccc2sc(-c3ccccc3OC)c(C#CCCO)c2c1,2,-31,-10,1,-15,6,12,0.7,-2,20,9
CCOC(=O)C1CCN(c2cc(=O)n(C3CCCCC3)c(=O)[nH]2)CC1,3,-4,3,-2,2,4,6,-1.4,-8,18,-1
O=C(NCc1ccc(OC(F)(F)F)cc1)C1CCC(=O)N(C2CC2)C1 (configuration not stated),8,6,27,1,8,3,5,-1.1,-11,12,-2
COc1ccccc1N(C(=O)c1snc(C(N)=O)c1N)C(C(=O)NCc1ccccc1)c1ccc(O)cc1 (configuration not stated),4,8,11,-12,-4,0,-5,-1.9,-31,-10,-6
COc1cc(C(=O)NCC(=O)N/N=C(\C)Cc2ccccc2)cc(OC)c1OC,-1,-17,1,-15,15,3,0,-2.1,-5,-6,-4
O=C(NC1CCCCCC1)C1c2ccccc2C(=O)N1CCCN1CCOCC1 (configuration not stated),1,3,16,0,3,-6,2,-1.5,3,-3,6
Cc1noc2ncnc(Oc3ccccc3Cl)c12,2,11,-3,-4,15,1,-11,-3.9,0,11,5
Cc1ccc(NC(=O)C2CC(=O)N(c3ccc4c(c3)OCCO4)C2)cc1S(=O)(=O)N1CCCCCC1 (configuration not stated),2,17,-5,-11,-8,21,1,-2.2,15,42*,10
Cc1ccc(OC(C)C(=O)Nc2ccc(Cl)cn2)c([N+](=O)[O-])n1 (configuration not stated),-3,-4,-2,0,17,-1,-8,-3.3,-11,-5,1
O=C(Nc1ccn(Cc2ccccc2F)n1)c1ccc(COc2ccc(Br)cc2)cc1,-2,21,33,6,21,-10,13,1.1,11,73*,22
Cc1cccc(-c2c3c(=O)n(C)c(=O)n(C)c3cn2-c2ccccc2O)c1,4,0,16,2,-1,-5,8,-1.2,-4,8,-6
CCS(=O)(=O)c1ccc2oc(SCC(=O)NC3CCCC(C)C3C)nc2c1 (configuration not stated),-6,-13,3,-2,23,-5,4,-1.3,3,-6,4
c1ccc2sc(NN=C3CCCCCC3)nc2c1,5,-34,-82,-1,-31,-16,2,-3.0,-139,-12,1
O=C(COC(=O)C12CC3CC(CC(C3)C1)C2)NCc1ccco1,-4,-3,-7,-4,-13,4,4,-0.4,-12,6,-8
SMILES,TLR9-MyD88 block,SRC2 inh,LRH-1 inv ag,NOD2 RIPK2 PPI,NCOA3 inh,ABHD5-PLIN5 inh,MC4R antagonist,MC4R ag barr,NCOA1 inh,NR2F2 inh,LMP1 NFkB inh
COc1cccc2sc(N3CCN(C(=O)c4ccco4)CC3)nc12,-2,3,-5,-3,-17,-9,0,-1.5,-10,11,-5
O=C(COc1ccc(Br)cc1Br)NNC(=O)c1cccs1,-9,-12,-26,10,-29,0,-2,-2.3,-40,-35,-20
COc1ccccc1NCCC(=O)OCC(=O)Nc1ccccc1F,-13,-11,1,-9,7,5,1,0.9,-11,9,-4
Nc1nc(Sc2ncccc2[N+](=O)[O-])n[nH]1,·,1,11,-10,12,-1,2,1.6,8,-11,-15
NC(=O)CSc1nnc(Cn2cnc3ccccc32)o1,-15,-9,8,6,7,7,2,-3.5,2,6,0
COc1cc(NC(=O)CSc2nc3c(c(=O)n(C)c(=O)n3C)n2C)cc(OC)c1,4,-22,-5,-5,9,5,9,-1.6,-10,2,-3
O=C(O)c1ccc(COc2ccc3ccccc3c2/C=C2/NC(=O)N(c3ccccc3)C2=O)cc1,5,-8,-19,-2,3,3,13,0.1,7,14,3
O=C1c2ccccc2C2(c3ccc(F)cc3)NCCN12 (configuration not stated),-8,8,-15,7,2,1,9,-3.2,-20,-10,-3
Cc1cc(N2CCCC2=O)cc(C)c1S(N)(=O)=O,-9,-7,7,-2,0,-1,1,-1.3,13,-6,0
COc1ccc(S(=O)(=O)N2CCOCC2)cc1C(=O)Nc1ccc(N2CCCCCC2)cc1,-5,10,-27,-10,-5,1,3,-2.2,5,23,-1
C#CCOCCOCCOCCNc1nc(N2CCN(C(=O)CCCCCCCCCCNC(=O)[C@@H](CCC(=O)O)n3cc(CCCCCN)nn3)CC2)nc(N2CCN(C(=O)CCCCCCCCCCNC(=O)[C@H](CO)n3cc(CCCCCN)nn3)CC2)n1,5,·,-9,-12,-11,36*,3,0.9,-8,·,-3
NC(=O)CC(NC(=O)c1cccc(Br)c1)c1ccc(NC2CCN(Cc3ccccc3)CC2)c([N+](=O)[O-])c1 (configuration not stated),-5,-3,16,-1,36,7,7,-0.8,-3,-1,8
COc1cc(OC)c(OC)cc1CNC(=O)c1cc(S(=O)(=O)N2CCOCC2)ccc1F,-2,-15,15,-5,2,4,8,0.6,6,5,4
CCn1c(SCC(=O)Nc2nc(C)c(C(=O)OC)s2)nnc1C(C)C,0,6,-13,8,12,-1,12,-0.2,-25,-20,5
O=C(Oc1cccc(N2C(=O)CCC2=O)c1)C1CC(=O)N(c2ccc(Br)cc2)C1 (configuration not stated),-8,-20,17,-1,8,-3,7,-1.1,5,-12,-7

# Three compounds out of the list above, ordered by the number in TLR9-MyD88 block, rising:
SMILES	TLR9-MyD88 block	SRC2 inh	LRH-1 inv ag	NOD2 RIPK2 PPI	NCOA3 inh	ABHD5-PLIN5 inh	MC4R antagonist	MC4R ag barr	NCOA1 inh	NR2F2 inh	LMP1 NFkB inh
Cc1cc(N2CCCC2=O)cc(C)c1S(N)(=O)=O	-9	-7	7	-2	0	-1	1	-1.3	13	-6	0
O=C(Oc1cccc(N2C(=O)CCC2=O)c1)C1CC(=O)N(c2ccc(Br)cc2)C1 (configuration not stated)	-8	-20	17	-1	8	-3	7	-1.1	5	-12	-7
Cc1ccc(OC(C)C(=O)Nc2ccc(Cl)cn2)c([N+](=O)[O-])n1 (configuration not stated)	-3	-4	-2	0	17	-1	-8	-3.3	-11	-5	1

# Ten entries out of the list, ordered by formula weight, falling:
SMILES,TLR9-MyD88 block,SRC2 inh,LRH-1 inv ag,NOD2 RIPK2 PPI,NCOA3 inh,ABHD5-PLIN5 inh,MC4R antagonist,MC4R ag barr,NCOA1 inh,NR2F2 inh,LMP1 NFkB inh
C#CCOCCOCCOCCNc1nc(N2CCN(C(=O)CCCCCCCCCCNC(=O)[C@@H](CCC(=O)O)n3cc(CCCCCN)nn3)CC2)nc(N2CCN(C(=O)CCCCCCCCCCNC(=O)[C@H](CO)n3cc(CCCCCN)nn3)CC2)n1,5,·,-9,-12,-11,36*,3,0.9,-8,·,-3
NC(=O)CC(NC(=O)c1cccc(Br)c1)c1ccc(NC2CCN(Cc3ccccc3)CC2)c([N+](=O)[O-])c1 (configuration not stated),-5,-3,16,-1,36,7,7,-0.8,-3,-1,8
COc1ccc(S(=O)(=O)N2CCOCC2)cc1C(=O)Nc1ccc(N2CCCCCC2)cc1,-5,10,-27,-10,-5,1,3,-2.2,5,23,-1
O=C(O)c1ccc(COc2ccc3ccccc3c2/C=C2/NC(=O)N(c3ccccc3)C2=O)cc1,5,-8,-19,-2,3,3,13,0.1,7,14,3
COc1cc(NC(=O)CSc2nc3c(c(=O)n(C)c(=O)n3C)n2C)cc(OC)c1,4,-22,-5,-5,9,5,9,-1.6,-10,2,-3
CCn1c(SCC(=O)Nc2nc(C)c(C(=O)OC)s2)nnc1C(C)C,0,6,-13,8,12,-1,12,-0.2,-25,-20,5
COc1ccccc1NCCC(=O)OCC(=O)Nc1ccccc1F,-13,-11,1,-9,7,5,1,0.9,-11,9,-4
COc1cccc2sc(N3CCN(C(=O)c4ccco4)CC3)nc12,-2,3,-5,-3,-17,-9,0,-1.5,-10,11,-5
O=C1c2ccccc2C2(c3ccc(F)cc3)NCCN12 (configuration not stated),-8,8,-15,7,2,1,9,-3.2,-20,-10,-3
Nc1nc(Sc2ncccc2[N+](=O)[O-])n[nH]1,·,1,11,-10,12,-1,2,1.6,8,-11,-15

# High-throughput results from PubChem.
